Source: PubChem (several laboratories)
rCAG binder: r(CAG) repeat RNA binding | TO-PRO-1 dye displacement fluorescence | inhibition, % at 3 µM | actives 1.3% (n = 370,000);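 active = inhibition above the plate cutoff, the mean of all test compounds on that plate plus 3 SD, cut at about 35% in these data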;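 also: 0% = DMSO alone and 100% = 100 µM mitoxantrone as full dye displacement; higher means more dye released from RNA so lower well fluorescence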
SIAE primary: human SIAE inhibition, primary screen; Q9HAT2; SIAE FP-Rh probe binding, fluorescence polarization; inhibition, % at 9.66 µM; actives 0.69% (n = 370,000);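 active = inhibition above a cutoff: mean of compounds within the control limits plus 3 SD of those, cut at about 17% in these data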;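 also: 0% = plate median of compound wells and 100% = probe without SIAE protein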
HTRA1 inhibitor: HTRA1 (human) protease inhibition. Q92743. recombinant HTRA1, FP-rhodamine activity-based probe, fluorescence polarization. inhibition, % at 5.96 µM. actives 0.5% (n = 340,000). AID 504803; in the data active = inhibition above about 36%;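 also: 0% = enzyme with DMSO and 100% = wells lacking enzyme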
GC-A act: GC-A (human) enzyme activation | HEK293 GC-A cells, cGMP TR-FRET, EC30 ANP; 0% at EC30 ANP, 100% saturating ANP | P16066 | actives 0.14% (n = 370,000) | activation, % at 10 µM; in the data active = activation above about 40%
MBD2 inh: MBD2-methylated oligo binding inhibition | Q9UBB5 | TR-FRET, MBD2 binding to methylated oligonucleotide | inhibition, % at 4.4 µM | actives 0.31% (n = 370,000); in the data active = inhibition above about 13%
GC-B act: GC-B (human) receptor activation; activation, % at 10 µM; actives 0.11% (n = 370,000); P20594; HEK293-GC-B cells, CNP EC30, cGMP TR-FRET; 0% at EC30 CNP, 100% saturating CNP;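 active = activation at 10 µM reaching about 35% in either raw or pattern-adjusted values, limit read from the data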
Target sequence (P20594 whole entry, looked up): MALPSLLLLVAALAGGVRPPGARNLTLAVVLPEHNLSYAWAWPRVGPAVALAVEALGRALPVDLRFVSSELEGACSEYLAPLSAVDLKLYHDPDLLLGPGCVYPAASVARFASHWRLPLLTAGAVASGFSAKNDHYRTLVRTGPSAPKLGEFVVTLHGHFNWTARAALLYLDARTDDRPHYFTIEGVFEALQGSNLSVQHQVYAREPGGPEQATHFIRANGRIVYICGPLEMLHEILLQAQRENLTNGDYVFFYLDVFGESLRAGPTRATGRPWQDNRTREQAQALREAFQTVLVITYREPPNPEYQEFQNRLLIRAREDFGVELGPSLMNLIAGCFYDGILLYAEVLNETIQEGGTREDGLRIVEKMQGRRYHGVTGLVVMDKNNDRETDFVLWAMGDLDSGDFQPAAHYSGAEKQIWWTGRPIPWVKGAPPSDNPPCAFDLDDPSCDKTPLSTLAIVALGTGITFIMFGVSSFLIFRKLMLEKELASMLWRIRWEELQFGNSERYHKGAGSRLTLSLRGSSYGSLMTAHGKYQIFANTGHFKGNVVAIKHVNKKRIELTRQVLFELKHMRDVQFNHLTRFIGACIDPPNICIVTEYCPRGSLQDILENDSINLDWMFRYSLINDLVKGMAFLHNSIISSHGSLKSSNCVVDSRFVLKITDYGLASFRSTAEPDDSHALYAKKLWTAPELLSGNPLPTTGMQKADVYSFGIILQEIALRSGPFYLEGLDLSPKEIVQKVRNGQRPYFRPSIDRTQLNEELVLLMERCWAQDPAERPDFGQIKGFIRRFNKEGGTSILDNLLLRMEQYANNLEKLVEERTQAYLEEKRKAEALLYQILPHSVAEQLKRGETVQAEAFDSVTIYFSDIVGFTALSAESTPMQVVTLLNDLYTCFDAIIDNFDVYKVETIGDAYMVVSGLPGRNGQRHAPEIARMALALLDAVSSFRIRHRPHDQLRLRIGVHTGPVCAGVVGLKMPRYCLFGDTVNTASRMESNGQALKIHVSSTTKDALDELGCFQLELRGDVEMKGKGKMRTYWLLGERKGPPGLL
UHRF1 MBD2 ctr: human UHRF1 methylated DNA binding inhibitors. Q96T88. UHRF1 binding to methylated oligo, TR-FRET. inhibition, % at 4.4 µM. actives 0.75% (n = 370,000); in the data active = inhibition above about 21%;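 also: UHRF1 SRA domain binding a hemimethylated CpG hairpin DNA probe; 0% = median of test compound wells and 100% = reference inhibitor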
ABHD4 inh: ABHD4 (mouse) inhibition, primary FP screen. inhibition, % at 8.92 µM. actives 0.54% (n = 370,000). purified mABHD4, FP-Rh probe fluorescence polarization. Q8VD66;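 active = inhibition exceeding the mean over every tested compound plus 3 SD, cut at about 30% in these data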;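 also: 0% = plate median of compound wells and 100% = S159A mutant with DMSO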
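Test system: mABHD4 protein | Buffer or medium: HEPES pH 7.0 buffer, 150 mM NaCl, 0.01% Pluronic F-127 | Probe or stimulus: FP-Rh fluorescent activity-based probe, added after compound pre-incubation | Timing: Pre-incubation 45 min, probe exposure 60 min, at 25 °C | Technique: Fluorescence polarization, excitation 525 nm, emission 598 nm, BODIPY TMR filters | Repeats: Single well per compound (singlicate)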
TCR CD3 inh: blocks the human TCR-CD3 interaction; TAMRA-labeled TCR probe fluorescence, biochemical; inhibition, % at 9.4 µM; actives 0.37% (n = 360,000); in the data active = inhibition above about 19%;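 also: recombinant mutant TCR 2C K166C tagged with TAMRA read by polarization; 0% = receptor in buffer alone and 100% = receptor with positive control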
PRMT1 FP inh: inhibitors of human PRMT1 | inhibition, % at 2.79 µM | recombinant PRMT1, activity-based probe fluorescence polarization | Q99873 | AID 652257 | actives 1.3% (n = 370,000);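 active = inhibition above about 21% made by adding two undisclosed values, limit read from the data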
Starred values were filed as active, the others as inactive; / = no result given. These rows are one share of the data (hit frequency here may not be typical).

Preview (11 entries):
Values run as follows: rCAG binder | GC-B act | ABHD4 inh | TCR CD3 inh | UHRF1 MBD2 ctr | PRMT1 FP inh | HTRA1 inhibitor | SIAE primary | MBD2 inh | GC-A act
1) Cc1cc(Nc2ccc(C(C)C)cc2)n2ncnc2n1
→ 3 | 1 | -11 | -8 | 0 | 5 | 1 | -1 | -3 | 3
2) CCc1cc2c3c(c1)C1(C(=O)N3C(C)(C)CC2C)C(C#N)=C(N)N2C(=C1C#N)Nc1ccccc12 (stereo not given)
→ 10 | -5 | -3 | 0 | -3 | 2 | -50 | 4 | -4 | -6
3) COc1ccc(NC(=S)NCCNC(C)=O)cc1
→ 0 | 0 | 3 | 5 | -1 | 0 | 10 | 3 | 2 | 4
4) Cc1ccc(C(=O)NCC(=O)OC(C)C(=O)Nc2ccc(N3CCOCC3)cc2)s1 (stereo not given)
→ -2 | -2 | 1 | 3 | 8 | -4 | 4 | -1 | 2 | -2
5) OC[C@@H]1CN(Cc2ccco2)C[C@H](n2cnc3c(N4CCOCC4)ncnc32)O1
→ 2 | 2 | 3 | 0 | 0 | -1 | / | 2 | 2 | -1
6) COc1ccc(NC(=O)CC2CCCC2)cc1S(=O)(=O)N1CCCCC1
→ 4 | 10 | 2 | 4 | 1 | 0 | -1 | 12 | -1 | 2
7) O=C(O)CSc1nnc(-c2ccc(Cl)cc2)n1-c1ccccc1
→ 2 | 3 | -3 | 6 | -1 | 0 | 1 | -5 | 1 | 3
8) COc1ccc(C(=O)CN2CCN(CCN3C(=O)c4cccc5cccc(c45)C3=O)CC2)cc1
→ 2 | 0 | 2 | -2 | 15 | 2 | -5 | -2 | 8 | 2
9) COCCCNC(=O)c1cc2c(s1)CS(=O)(=O)C2
→ 0 | -6 | -1 | 3 | -2 | -5 | 3 | 7 | 2 | -1
10) COc1ccc(NC(=O)C(CC(C)C)NC(=O)c2ccccc2C)cn1 (stereo not given)
→ -6 | 3 | 1 | 4 | 8 | 0 | 2 | 2 | 3 | -2
11) COc1ccc(Cc2c(-c3ccc(F)cc3)nc3c(C)cc(Br)cn23)c(C)c1
→ 16 | -3 | -7 | -1 | 21 | 0 | / | -7 | 1 | 2

The whole of this part, previewed entries included:
Values run as follows: rCAG binder | GC-B act | ABHD4 inh | TCR CD3 inh | UHRF1 MBD2 ctr | PRMT1 FP inh | HTRA1 inhibitor | SIAE primary | MBD2 inh | GC-A act
1) Cc1cc(Nc2ccc(C(C)C)cc2)n2ncnc2n1
→ 3 | 1 | -11 | -8 | 0 | 5 | 1 | -1 | -3 | 3
2) CCc1cc2c3c(c1)C1(C(=O)N3C(C)(C)CC2C)C(C#N)=C(N)N2C(=C1C#N)Nc1ccccc12 (stereo not given)
→ 10 | -5 | -3 | 0 | -3 | 2 | -50 | 4 | -4 | -6
3) COc1ccc(NC(=S)NCCNC(C)=O)cc1
→ 0 | 0 | 3 | 5 | -1 | 0 | 10 | 3 | 2 | 4
4) Cc1ccc(C(=O)NCC(=O)OC(C)C(=O)Nc2ccc(N3CCOCC3)cc2)s1 (stereo not given)
→ -2 | -2 | 1 | 3 | 8 | -4 | 4 | -1 | 2 | -2
5) OC[C@@H]1CN(Cc2ccco2)C[C@H](n2cnc3c(N4CCOCC4)ncnc32)O1
→ 2 | 2 | 3 | 0 | 0 | -1 | / | 2 | 2 | -1
6) COc1ccc(NC(=O)CC2CCCC2)cc1S(=O)(=O)N1CCCCC1
→ 4 | 10 | 2 | 4 | 1 | 0 | -1 | 12 | -1 | 2
7) O=C(O)CSc1nnc(-c2ccc(Cl)cc2)n1-c1ccccc1
→ 2 | 3 | -3 | 6 | -1 | 0 | 1 | -5 | 1 | 3
8) COc1ccc(C(=O)CN2CCN(CCN3C(=O)c4cccc5cccc(c45)C3=O)CC2)cc1
→ 2 | 0 | 2 | -2 | 15 | 2 | -5 | -2 | 8 | 2
9) COCCCNC(=O)c1cc2c(s1)CS(=O)(=O)C2
→ 0 | -6 | -1 | 3 | -2 | -5 | 3 | 7 | 2 | -1
10) COc1ccc(NC(=O)C(CC(C)C)NC(=O)c2ccccc2C)cn1 (stereo not given)
→ -6 | 3 | 1 | 4 | 8 | 0 | 2 | 2 | 3 | -2
11) COc1ccc(Cc2c(-c3ccc(F)cc3)nc3c(C)cc(Br)cn23)c(C)c1
→ 16 | -3 | -7 | -1 | 21 | 0 | / | -7 | 1 | 2
12) CCOc1ccc(N(CC(=O)NC(C)(C)C)S(=O)(=O)c2c(C)noc2C)cc1
→ -2 | -8 | 2 | 5 | 1 | -5 | -2 | 3 | -1 | -1
13) CCc1ccc(S(=O)(=O)NCc2csc(-c3ccccc3)n2)s1
→ 1 | 3 | -10 | 6 | 0 | 2 | -17 | -2 | -4 | 0
14) Cc1cc(C(=O)COC(=O)c2cccnc2Cl)c(C)n1-c1c(C)n(C)n(-c2ccccc2)c1=O
→ -4 | 4 | 6 | 8 | 10 | -1 | -2 | 7 | 3 | -3
15) CCOc1ccc(S(=O)(=O)N2CCOCC2)cc1NC(=O)CSCc1c(C)noc1C
→ 2 | 4 | 7 | -7 | 3 | 5 | 2 | 1 | 3 | 1
16) CC(C)CNC(=O)COC(=O)c1cc(S(=O)(=O)N(C)C)ccc1N1CCCC1
→ -5 | 0 | 1 | -11 | 0 | -1 | -2 | -2 | 7 | -2
17) COc1ccc(CNC(=O)CCCc2ccccc2)cc1
→ -1 | -2 | -2 | 5 | 3 | -2 | -3 | -2 | -2 | -2
18) O=C1CCCN1CC(CN1CCOCC1)Sc1nc2ccccc2c(=O)n1-c1ccccc1 (stereo not given)
→ -2 | -4 | 3 | 4 | 1 | 1 | -5 | -4 | 5 | -3
19) CN(C)S(=O)(=O)Nc1cc(Cl)cc(Cl)c1
→ 1 | 9 | 0 | -1 | -2 | 0 | 2 | 0 | -7 | 1
20) COc1ccc(OC)c(N(CC(=O)Nc2ccc3c(c2)OCO3)S(=O)(=O)c2ccccc2)c1
→ 6 | -5 | 6 | 2 | 0 | 5 | -4 | 1 | 3 | 0
21) O=C(NCCc1ccc(Cl)cc1)/C(=C/c1cccnc1)NC(=O)c1ccccc1
→ -4 | -3 | 3 | -2 | 4 | 5 | -10 | -2 | 3 | 0
22) C[C@H](NC(=O)/C=C/[C@H]1O[C@@H](n2ccc(=O)[nH]c2=O)[C@H](O)[C@@H]1O)C(=O)O
→ 2 | -2 | -2 | 0 | 0 | -3 | / | -6 | -1 | 1
23) Cc1ccc2c(C)c(C(=O)N3CCCCC3CO)oc2c1C (stereo not given)
→ -6 | 9 | 2 | 0 | -1 | 7 | -6 | -1 | -3 | 2
24) Cc1nc(NNC(=O)c2ccccc2)cc(-c2ccccc2)n1
→ 0 | -7 | 3 | 1 | -2 | -1 | -12 | 0 | -2 | 3
25) Cc1noc(C)c1COC(=O)c1cccc(S(=O)(=O)N2CCCCCC2)c1
→ -1 | 3 | -18 | -4 | 1 | 7 | -6 | -7 | 4 | 3
26) CSc1nnc(-c2sc3cc(C(F)(F)F)cnc3c2-c2cccnc2)n1C
→ 1 | -2 | -3 | -1 | 4 | -1 | 8 | 3 | -1 | -5
27) COc1ccc(Cn2nnnc2C(c2ccccc2OC)N2CCC(C(N)=O)CC2)cc1 (stereo not given)
→ -7 | -5 | -9 | -5 | 0 | 0 | 0 | 3 | -4 | 2
28) O=C1C2CCCCN2C(=O)N1CCN1CCN(c2cccc(Cl)c2)CC1 (stereo not given)
→ -7 | -1 | 1 | 7 | -1 | -1 | -1 | 6 | -4 | 1
29) Cc1cccc(-n2c3nc(=O)[nH]c(=O)c-3cc3cc([N+](=O)[O-])ccc32)c1
→ 4 | -1 | 0 | 7 | -3 | 2 | 7 | 8 | -7 | 1
30) COCCNC(=O)c1cccc(OC2CCN(Cc3ccccc3C)CC2)c1
→ 1 | -3 | 3 | 7 | 0 | 0 | 5 | -4 | -1 | -2
31) CC(C)CC(CO)N1CCN(C(=O)c2cccc(Cl)c2)CCC1=O (stereo not given)
→ 0 | 1 | 11 | -6 | 2 | 2 | 1 | 1 | 4 | -2
32) COc1ccc(OC)c(N(C(=O)c2ccco2)C(C(=O)NC2CCCC2)c2cc(OC)c(OC)c(OC)c2)c1 (stereo not given)
→ 3 | 0 | 5 | 6 | -3 | 16 | -6 | 9 | -3 | -8
33) CC(=O)c1cc2c(cc1NC(=O)Nc1cccc(Cl)c1)OCCO2
→ 12 | 2 | -7 | 2 | -2 | 0 | -36 | -18 | -5 | 0
34) CN(Cc1cccs1)C(=O)CN1C(=O)c2ccccc2S1(=O)=O
→ -1 | 3 | -2 | 1 | 0 | -2 | 5 | -4 | 3 | 0
35) Cc1ccc2cccc(OCc3ccc(F)cc3)c2n1
→ -6 | 1 | 3 | 1 | -4 | -1 | 0 | 9 | 0 | -9
36) Cc1oc(-c2ccccc2Cl)nc1CS(=O)(=O)CC(=O)N1CCOCC1
→ 4 | 2 | 0 | -1 | 2 | -1 | 1 | 4 | 5 | 0
37) Cc1ccc(N=C(N(C)C)P(=O)(N(C)C)N(C)C)c(C)c1
→ -7 | 3 | 3 | 2 | -3 | -1 | 9 | 13 | -1 | -2
38) O=C(COc1cccnc1[N+](=O)[O-])NCc1cccs1
→ 1 | 1 | 1 | 5 | 1 | 0 | 8 | 1 | 2 | 5
39) CCOC(=O)C1CCCCN1C(=O)CCc1nnc(-c2ccc3c(c2)OCO3)o1 (stereo not given)
→ -6 | 0 | 3 | 1 | 2 | 2 | -5 | -2 | 4 | 2
40) O=C(CS(=O)(=O)c1c[nH]c2ccccc12)Nc1ccc(F)cc1
→ 2 | 2 | 0 | 5 | -2 | 0 | 3 | 5 | -2 | 0
41) CCOc1ccc(CCNC(=O)CS(=O)Cc2nc(-c3ccc(OC)cc3)oc2C)cc1OCC (stereo not given)
→ -3 | -2 | 5 | 4 | 0 | 4 | 1 | 8 | -6 | 4
42) O=C(CNC(=O)c1ccc(Cl)cc1)OC1CCOC1=O (stereo not given)
→ -1 | -4 | 2 | 2 | 1 | 1 | 2 | -2 | 1 | 24
43) Cc1ccc(CNc2ncnc(N)c2[N+](=O)[O-])cc1
→ -1 | 0 | 5 | 0 | 0 | -2 | 2 | -2 | -1 | 4
44) O=C(Cc1ccccc1)Nc1ccc(CN2CCOCC2)cc1
→ -2 | 3 | 1 | 4 | 2 | -3 | 3 | -4 | -4 | 2
45) O=S(=O)(Cc1ccccc1)N1CCCC1
→ -2 | -4 | -11 | -10 | 4 | 4 | 3 | -7 | 7 | 1
46) COc1ccc([C@@H]2[C@@H]3C(=O)N(C(C)(C)C)C(=O)[C@@H]3[C@]3(CC(C)C)C(=O)N(c4ccc(C(F)(F)F)cc4)C(=O)N23)cc1
→ 2 | 0 | 0 | 6 | -2 | 0 | -1 | -6 | -2 | -5
47) CCOC(=O)c1cnn(-c2sc(C(=O)OCC)c(C)c2C(=O)OCC)c1N
→ 13 | -2 | 15 | 1 | 0 | 14 | -11 | 3 | -2 | 2
